High-throughput results: PubChem BioAssay, several laboratories
HSP90 refold inh = HSP90 inhibitors, primary screen, cell lysate, luminescence | Heat shock protein HSP 90 (rabbit reticulocyte lysate; luciferase refolding) | AID 1789, 2009 | Rabbit reticulocyte lysate, luciferase refolding luminescence, 3 h | 290,000 compounds, 0.91% hits | inhibition, % at 5.6 µM;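 active = inhibition above the screen-wide mean plus 3 SD, computed separately per campaign, cut at about 16% in these data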;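 note: 0% = DMSO wells and 100% = 60 µM geldanamycin wells; inhibitors lower the luminescence because luciferase stays unfolded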
HIF activator = HIF pathway transcriptional activators, primary screen, cell-based, U2OS HRE-luciferase, luminescence. activation, % at 7.5 µM (by protocol). U2OS HRE-luciferase reporter; normalized: DMSO 0%, desferrioxamine 100%. 300,000 compounds, 0.32% hits;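 active = mean activation of at least 10% of the iron chelator positive control signal, with at least half of replicates also reaching 10%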
HSF-1 act = HSF-1 activators, primary screen, NIH3T3-HGL cells, MG132 stress, luminescence, single point; NIH3T3-HGL HSF-1 luciferase reporter, 8 h; 100% = twice DMSO control signal; activation, % at 9 µM; 300,000 compounds, 1.7% hits; AID 504408, 2011;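 active = mean replicate activation of at least 50% with a set share of replicates each reaching 50%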;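 note: 0% = median of the neutral control wells and 100% = twice that signal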
GSK3beta inhib = human GSK3beta kinase inhibitors, primary screen, biochemical, cell-free homogeneous, HTS | Glycogen synthase kinase-3 beta (Homo sapiens), P49841 | GST-GSK3beta kinase, ADP-Glo luminescence, 60 min; active compounds read low | activity score (negative = inhibition), % at 10 µM | 300,000 compounds, 0.038% hits;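 active = more than half of replicate wells score below -50%, meaning over 50% inhibition versus plate controls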;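 note: 0% = median DMSO wells and -100% = median GW8510 positive control wells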
Target sequence (P49841 whole entry, looked up): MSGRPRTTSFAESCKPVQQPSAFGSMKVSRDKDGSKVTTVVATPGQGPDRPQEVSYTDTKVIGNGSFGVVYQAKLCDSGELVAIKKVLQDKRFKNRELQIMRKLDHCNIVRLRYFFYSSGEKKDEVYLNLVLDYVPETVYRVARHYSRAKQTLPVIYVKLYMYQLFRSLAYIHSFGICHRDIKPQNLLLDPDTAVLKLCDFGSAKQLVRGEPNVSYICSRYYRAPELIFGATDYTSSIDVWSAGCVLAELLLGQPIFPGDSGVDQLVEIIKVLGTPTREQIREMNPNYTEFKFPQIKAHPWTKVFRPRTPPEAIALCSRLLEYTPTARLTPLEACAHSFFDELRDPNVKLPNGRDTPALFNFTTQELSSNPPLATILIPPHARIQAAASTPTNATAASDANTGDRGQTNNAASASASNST
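Assay system: GST-tagged human GSK3beta kinase, cell-free; Input: 1.6 ng GSK3beta; Medium: Tris/MgCl2 kinase buffer; Timing: 60 min enzyme reaction, room temperature; Signal: ADP-Glo luminescence quantifying ADP generated by kinase; Evaluation: score relative to plate controls; Benchmarks: DMSO neutral wells and GW8510 at 20 µM as positive.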
aSyn UTR inh = MLPCN primary screen, SNCA 5' untranslated region | AID 1813, 2009 | 300,000 compounds, 0.82% hits | alpha-synuclein 5'UTR reporter, inhibitor activity | inhibition, % (tested at 7.5 µM); in the data active = inhibition above about 60%;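 note: H4 neuroglioblastoma cells stably carrying SNCA 5'UTR luciferase fusion; 0% = DMSO wells and 100% = positive control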
IEC-6 tox = cytotoxicity in IEC-6 intestinal epithelial cells, primary screen, cytotoxicity control for KLF5 inhibitor project, cell-based, luminescence; AID 1825, 2009; IEC-6 cytotoxicity, luminescence viability; 290,000 compounds, 0.78% hits; inhibition, % at 5 µM; in the data active = inhibition above about 22%;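 note: 0% = plate median of test compound wells and 100% = cytotoxic reference compound wells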
KLF5 inhibitor = KLF5 expression inhibitors, primary screen, DLD-1 cells, luminescence. 290,000 compounds, 0.23% hits. DLD-1 KLF5 promoter-luciferase reporter. inhibition, % at 5 µM;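 active = inhibition above a per-plate limit of that plate's mean compound inhibition plus 3 SD, cut at about 60% in these data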;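 note: 0% = DMSO wells and 100% = LY294002 at 200 µM; higher means less KLF5 promoter-driven luciferase light; inactives centre near -14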
GSK3A inh = blockers of GSK3A enzyme activity – biochemical, luminescence, cell-free homogeneous, HTS, primary screen. AID 2650, 2010. inhibition, % at 10 µM. 320,000 compounds, 0.1% hits. GSK-3 alpha kinase, ADP-Glo luminescence, 60 min;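 in the data active = inhibition above about 50%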;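 note: GST-tagged GSK-3 alpha with peptide substrate and 25 µM ATP; 0% = DMSO neutral wells and 100% = GW8510 positive control wells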
Target sequence (P49840 whole entry, looked up): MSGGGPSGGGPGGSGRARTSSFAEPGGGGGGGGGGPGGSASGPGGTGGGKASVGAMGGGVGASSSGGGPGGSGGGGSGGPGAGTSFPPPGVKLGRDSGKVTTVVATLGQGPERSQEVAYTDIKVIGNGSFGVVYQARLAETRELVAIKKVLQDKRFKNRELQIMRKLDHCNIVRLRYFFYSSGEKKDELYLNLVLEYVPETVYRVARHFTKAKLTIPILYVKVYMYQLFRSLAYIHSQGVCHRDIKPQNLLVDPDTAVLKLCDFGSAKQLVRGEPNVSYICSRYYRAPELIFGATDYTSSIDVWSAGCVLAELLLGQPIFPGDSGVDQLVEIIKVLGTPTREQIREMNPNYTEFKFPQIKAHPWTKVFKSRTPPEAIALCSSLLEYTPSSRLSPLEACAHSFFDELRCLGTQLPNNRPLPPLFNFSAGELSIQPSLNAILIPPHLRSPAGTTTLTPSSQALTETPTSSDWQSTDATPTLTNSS
AI-2 QS modul = Vibrio harveyi AI-2 quorum sensing modulators, primary screen, JMH597 strain, luminescence/OD600 ratio | activity change, % at 7.5 µM | Vibrio harveyi JMH597 AI-2 luminescence/OD600 ratio, 9 h; active compounds read low; strain lacks LuxN and CqsS sensors; 0 = neutral-control median | 300,000 compounds, 0.4% hits; in the data active = activity change below about -75%, passing the limit was not always enough;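 note: luminescence divided by OD600 gain over 9 h not by final OD600 alone; inactives centre near 13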
HSF1 inhib = HSF1 inhibitors in luciferase reporter cells, primary screen, cell-based, NIH3T3, luminescence. AID 2098, 2009. 300,000 compounds, 0.77% hits. activity change, negative = inhibition, % at 7.5 µM (by protocol). NIH3T3-HGL HSE-luciferase, MG132-induced, luminescence 8 h; active compounds read low;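 active = more than half of replicate wells show activity change below -50%, luminescence cut by over half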;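 note: luciferase reports HSF-1 transcriptional activity via heat shock element; 0% = median of DMSO wells and -100% = zero luminescence signal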
Active calls of the source: *; i = inactive; / = not tested or not shown.

Order of results: HSP90 refold inh, HIF activator, HSF-1 act, GSK3beta inhib, aSyn UTR inh, IEC-6 tox, KLF5 inhibitor, GSK3A inh, AI-2 QS modul, HSF1 inhib
[1] COc1ccc(NC(=O)c2ccc(NCC3CCCO3)c([N+](=O)[O-])c2)cc1 (centres undefined)
  0.9, 0.1, 10.0, -0.5, -31.6, 0.5, -8.9, -3.5, 36.1, -3.8
[2] O=C(NC1=NCCS1)c1ccc([N+](=O)[O-])cc1Cl
  -5.8, 0.3, 2.2, 0.8, -15.2, 0.6, 11.1, -6.0, 28.8, -5.3
[3] COc1cc(NC(=O)c2cc(-c3cccnc3)nc3ccc(Br)cc23)cc(OC)c1
  4.2, -0.4, 2.9, -0.2, -5.3, 6.4, -31.4, -2.6, 22.0, -2.0
[4] Cc1ccccc1N1CCN(C2CCCN(C(=O)c3cn4c(C)cccc4n3)C2)CC1 (centres undefined)
  -1.0, 0.8, 9.6, /, 31.9, -3.8, -32.5, -0.6, 20.5, -3.0
[5] CC(C)n1c(-c2ccncc2)n[nH]c1=S
  4.3, -0.4, 3.8, 0.1, -19.0, -0.5, 10.8, -2.2, -0.8, 0.8
[6] Clc1ccccc1Cn1nnc(-c2ccccc2)n1
  4.4, 1.7, 30.3, -0.1, -153.0, -5.0, -47.3, -1.9, -6.8, 22.9
[7] Cc1ccc(NC(=O)CN2C(=O)S/C(=C\c3ccc(-c4cccc(C(=O)O)c4C)o3)C2=O)cc1
  25.6*, 0.0, 3.1, 1.8, -4.5, -3.1, -24.1, -0.8, 32.1, -0.1
[8] COc1ccc(C(=O)NC(=O)Nc2cc(C)ccn2)cc1
  21.9*, -2.5, -31.4, 2.3, 72.0*, 6.9, -155.5, -7.2, 15.9, -27.6
[9] CC(C)N(CC#CCC(O)(c1ccccc1)c1ccccc1)CCO
  3.6, -0.1, 35.6, -1.9, -4.0, 3.9, -7.6, /, 25.7, 18.1
[10] O=C(/C=C/c1c(F)cccc1Cl)Nc1ccc(S(=O)(=O)Nc2ncccn2)cc1
  -1.4, 0.2, -6.9, -0.9, 1.0, 4.9, -11.3, -0.7, 20.5, -1.5
[11] CC(C)=CC(=O)Nc1nnc(-c2ccc(F)cc2)s1
  -1.3, 0.2, 0.1, 1.3, -53.6, -3.9, -35.9, 2.3, 8.3, -1.5
[12] CSc1ccccc1NC(=O)c1ccoc1C
  5.3, 0.0, -13.5, 2.1, -27.8, 10.0, 2.6, -2.4, 40.0, -6.7
[13] Cc1nc2cccc(C(=O)Oc3ccc([N+](=O)[O-])cc3)c2o1
  -1.1, -0.4, 11.7, 2.9, 2.6, -1.9, -65.0, 5.1, 18.1, 8.3
[14] c1ccc(-c2ccccc2OCc2nnc3n2CCC3)cc1
  -4.6, -0.1, -3.5, 0.9, 12.8, -0.2, -12.2, 5.0, -15.5, -9.2
[15] COc1ccc(-n2nnnc2/C=C/Nc2cc(C(F)(F)F)ccc2OC)cc1
  1.0, -0.3, 6.7, 2.4, 0.2, 1.5, -34.2, -2.6, 5.0, -2.9
[16] C/C=C/C=C\C(=O)Nc1cccc(C2=NOC3(C2)C[C@@H](C(N)=O)N(C(=O)c2cc([N+](=O)[O-])cc([N+](=O)[O-])c2C)C3)c1 (some centres undefined)
  /, -0.3, -12.2, 2.7, -2.2, /, /, 0.6, 4.3, -7.2
[17] O=C(Nc1sccc1C(=O)N1CCOCC1)c1cccnc1
  -1.4, -0.2, -3.6, -30.9, 6.4, -3.3, 3.1, 53.6*, 4.1, -4.2
[18] CC(C)CCNC(=O)c1nnc(Cc2ccc(Cl)cc2)o1
  -0.1, 0.2, 2.3, 2.1, 13.7, 5.3, -2.8, -3.0, 8.7, -5.5
[19] CC(C)C[C@H](NC(=O)[C@@H](Cc1ccccc1)n1c(=O)[nH]c2ccccc2c1=O)C(=O)N[C@@H](Cc1ccccc1)C(=O)O
  -5.1, -0.2, -2.2, -3.8, -14.4, -1.0, -23.6, -3.8, 4.6, 1.6
[20] Cc1nc(N2CCOCC2)c2c(C)c(C(=O)Nc3ccc(F)cc3Cl)sc2n1
  -2.1, -0.2, 20.2, 2.9, -9.2, -4.5, -0.9, 4.1, 8.2, 1.2
[21] COc1ccc(S(=O)(=O)NC(C)C(=O)N2CCCCCC2)cc1 (centres undefined)
  6.9, 0.7, 0.3, -4.2, 0.2, 6.6, -5.8, -3.4, 1.2, -13.0
[22] CC1(c2ccc3ccccc3c2)NC(=O)N(CC(N)=O)C1=O (centres undefined)
  0.0, -1.1, -13.0, 0.7, 3.6, 3.0, -27.0, 0.9, 9.1, -6.1
[23] Cc1cc(C)c(S(=O)(=O)NCC(c2ccc3c(c2)OCO3)N2CCOCC2)c(C)c1 (centres undefined)
  /, -0.3, 1.2, 1.0, 1.7, /, /, /, 17.5, 0.2
[24] COC(=O)C1=C(C)N(C)C(=O)NC1c1ccc([N+](=O)[O-])o1 (centres undefined)
  0.2, 0.0, -3.0, 0.3, -9.5, 1.3, -8.7, 6.8, 8.8, -8.7
[25] CC(=O)N1CCN(C(=S)NCc2ccccc2)CC1
  9.7, 4.5, 4.1, 2.2, 14.8, 7.9, -16.8, -0.5, 26.6, -2.6
[26] Cc1onc(-c2c(Cl)cccc2Cl)c1C(=O)N=C(N)N1CC(C)OC(C)C1 (centres undefined)
  4.2, -0.3, -10.4, 0.8, 25.5, -3.1, 19.1, -0.6, 11.5, -12.0
[27] Cc1ccccc1NC(=O)CSc1nc(O)cc(=O)n1C
  0.7, -1.0, 4.2, 0.8, 7.7, -7.2, -13.7, 0.0, 13.9, 3.2
[28] COc1ccc(CCN(C)CCC(=O)Nc2c(C)cc(C)cc2C)cc1OC
  -0.8, -0.4, -8.3, 5.2, -18.7, -4.5, -17.0, -0.4, 14.7, -0.5
[29] O=C(c1ccco1)N1CCC(c2nc(-c3ccccc3Cl)no2)CC1
  0.5, 0.4, -7.0, 2.3, 8.6, -3.7, -38.5, -4.7, 31.5, 0.7
[30] COc1ccccc1C1=NOC(C)(c2sc(-c3ccc(Cl)cc3)nc2C)C1 (centres undefined)
  /, 1.0, 8.3, 1.4, -69.8, /, /, 0.2, 16.5, 11.5
[31] Cc1ccnc(Sc2ccc([N+](=O)[O-])cn2)n1
  0.4, 0.0, 8.2, 1.1, -72.3, -0.5, -33.7, -1.3, 12.2, 4.8
[32] O=C(CCSc1ccc(Br)cc1)Nc1cccnc1
  -0.9, -0.3, 6.7, 2.6, -17.8, -4.1, -9.3, 0.8, 6.3, 2.8
[33] CC(=O)Nc1ccc(S(=O)(=O)NCC2CCC(C(=O)NCCc3ccccc3)CC2)cc1 (centres undefined)
  -3.8, 0.1, -0.5, 1.7, 4.6, 1.2, -23.7, 0.3, -10.0, -4.3
[34] Nc1cc(-c2ccc(Cl)cc2)nn1S(=O)(=O)c1ccccc1
  2.1, 0.1, 10.3, 3.7, 22.0, 1.1, -2.1, -4.3, 14.7, 4.9
[35] O=C(COc1ccccc1)N=C1SC2CS(=O)(=O)CC2N1Cc1ccccc1 (centres undefined)
  3.4, 0.0, 9.7, 2.2, 12.2, 2.5, -9.4, 0.4, 1.0, 1.4
[36] Cc1ccc(C(=O)Nc2nnc(-c3ccc(C(C)(C)C)cc3)s2)cc1
  -1.1, 0.6, 0.3, -0.8, -27.1, 1.9, -27.1, 1.0, 10.8, -5.1
[37] CN(C)S(=O)(=O)c1ccc(C(=O)NC(=O)CSc2ccccc2)cc1
  -3.1, -0.2, -4.0, -1.8, -4.7, -0.8, -4.9, 0.3, 10.5, 2.3
[38] C/C(=N\NC(=O)c1cccc(O)c1)c1ccc(NC(=O)Cc2ccccc2)cc1
  -0.3, 2.3, 38.4, -2.5, -85.0, 0.3, -136.5, -0.3, 8.4, 24.8
[39] CC(=O)N(C)c1ccc(NC(=O)C(c2ccccc2)c2ccccc2)cc1
  /, 0.0, 6.8, 1.5, -17.9, /, /, 1.3, 15.9, 6.9
[40] COc1ccc(C(=O)Nc2cc3c(cc2N2CCOCC2)n(C)c(=O)n3C)cc1OC
  -4.6, -0.2, -5.3, -1.4, -25.5, -1.3, 3.3, -1.3, 4.8, -1.7

Full records, looked up by structure. Screens in order: HSP90 refold inh | HIF activator | HSF-1 act | GSK3beta inhib | aSyn UTR inh | IEC-6 tox | KLF5 inhibitor | GSK3A inh | AI-2 QS modul | HSF1 inhib
Listed for C/C(=N\NC(=O)c1cccc(O)c1)c1ccc(NC(=O)Cc2ccccc2)cc1 = -0.3 | 2.3 | 38.4 | -2.5 | -85.0 | 0.3 | -136.5 | -0.3 | 8.4 | 24.8
Listed for COc1ccc(CCN(C)CCC(=O)Nc2c(C)cc(C)cc2C)cc1OC = -0.8 | -0.4 | -8.3 | 5.2 | -18.7 | -4.5 | -17.0 | -0.4 | 14.7 | -0.5

Next part.
Order of results: HSP90 refold inh, HIF activator, HSF-1 act, GSK3beta inhib, aSyn UTR inh, IEC-6 tox, KLF5 inhibitor, GSK3A inh, AI-2 QS modul, HSF1 inhib
[41] Cc1ccn(CC(=O)N2CCCC(N3CCN(c4ccc(F)cc4)CC3)C2)n1 (centres undefined)
  -3.7, -2.1, 66.8*, 7.9, 18.5, 7.6, -25.4, /, 27.2, 19.0
[42] Cc1cccc(-n2c(=O)c3c4c(sc3n3c(=S)[nH]nc23)CCC4)c1
  1.7, -0.3, -2.0, -1.7, 6.8, 5.2, -15.6, /, 1.4, -7.4
[43] CC(=O)c1ccccc1NC(=O)CCNC(=O)c1ccco1
  -5.0, -19.0, 41.7, 1.2, -10.9, -9.6, -35.2, -1.9, 22.0, 1.9
[44] COCCCn1c(=S)[nH]c2ncccc2c1=O
  -1.0, -0.5, -46.4, 9.5, 2.6, -3.5, -6.5, -2.5, 26.6, -31.8
[45] O=C(Nc1ccccc1O)c1ccc(NS(=O)(=O)c2cccc3cccnc23)cc1
  -0.2, 127.3*, -22.1, -5.0, i, -8.6, -39.4, /, 11.4, -17.0
[46] CN1CC(=O)Nc2ccc([N+](=O)[O-])cc2C1=O
  -3.6, 2.2, -7.6, -3.5, -0.9, 0.5, -10.4, 0.1, 26.9, -5.2
